# SENP7 inh: SENP7 protease inhibition; Q9BQF6; recombinant SENP7, Z-RLRGG-aminoluciferin luminescence, 40 min; inhibition, % at 5 µM; actives 1.5% (n = 330,000); AID 434973;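 active = inhibition above about 50% at the single test dose, limit read from the data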;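 also: plate controls were DMSO with enzyme for no effect and no enzyme buffer wells for full effect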
# SENP8 block-1: SENP8 protease inhibition. inhibition, % at 10 µM. Q96LD8. AID 2540. actives 1.2% (n = 330,000). purified SENP8, Z-RLRGG-aminoluciferin cleavage, luminescence; in the data active = inhibition above about 50%
# Target sequence (Q96LD8 whole entry, looked up): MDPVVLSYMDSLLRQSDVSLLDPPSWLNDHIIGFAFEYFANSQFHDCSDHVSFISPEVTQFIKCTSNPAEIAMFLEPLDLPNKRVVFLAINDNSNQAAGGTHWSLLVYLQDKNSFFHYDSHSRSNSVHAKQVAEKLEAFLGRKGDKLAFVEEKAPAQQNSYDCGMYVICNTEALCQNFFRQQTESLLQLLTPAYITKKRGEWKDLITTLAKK
# UBC13 polyUb: blocks human UBC13 polyubiquitin chain formation. TR-FRET. P61088. actives 0.47% (n = 330,000). inhibition, % at 20 µM; in the data active = inhibition above about 45%, passing the limit was not always enough
# SENP1 FRET inh: blocks the human SENP1 SUMO protease catalytic domain. Q9P0U3. recombinant SENP1 catalytic domain, CyPet-SUMO1-YPet FRET cleavage. inhibition, % at 10 µM. actives 0.21% (n = 360,000). AID 624204;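 active = inhibition at least 30% at 10 µM, raw YFP signal under a set limit, fluorescence ratio 0.5 to 1.5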;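 also: 0% = enzyme with DMSO and 100% = no enzyme wells; some results filed as inactive read as strong as hits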
#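 Assay system – human recombinant His6-tagged SENP1 catalytic domain enzyme · Input – SENP1 enzyme, 20 pM final · Buffer or medium – Tris pH 8 buffer plus EDTA, NaCl, BME, BSA, NP40, catalase · Schedule – 50 min reaction at room temperature · Technique – FRET read of cyan and yellow fluorescence · Control set – no-enzyme wells low, DMSO-plus-enzyme wells high control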
# HKDC1 inh: blocks human hexokinase HKDC1 activity | Q2TB90 | recombinant HKDC1, G6PDH/diaphorase resazurin coupled fluorescence | inhibition, % at 20 µM | actives 0.16% (n = 340,000);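 active = inhibition above about 35% when tested at 20 µM, limit read from the data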;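 also: plate controls were DMSO wells with enzyme for no effect and DMSO wells lacking enzyme for full effect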
# Target sequence (Q2TB90 whole entry, looked up): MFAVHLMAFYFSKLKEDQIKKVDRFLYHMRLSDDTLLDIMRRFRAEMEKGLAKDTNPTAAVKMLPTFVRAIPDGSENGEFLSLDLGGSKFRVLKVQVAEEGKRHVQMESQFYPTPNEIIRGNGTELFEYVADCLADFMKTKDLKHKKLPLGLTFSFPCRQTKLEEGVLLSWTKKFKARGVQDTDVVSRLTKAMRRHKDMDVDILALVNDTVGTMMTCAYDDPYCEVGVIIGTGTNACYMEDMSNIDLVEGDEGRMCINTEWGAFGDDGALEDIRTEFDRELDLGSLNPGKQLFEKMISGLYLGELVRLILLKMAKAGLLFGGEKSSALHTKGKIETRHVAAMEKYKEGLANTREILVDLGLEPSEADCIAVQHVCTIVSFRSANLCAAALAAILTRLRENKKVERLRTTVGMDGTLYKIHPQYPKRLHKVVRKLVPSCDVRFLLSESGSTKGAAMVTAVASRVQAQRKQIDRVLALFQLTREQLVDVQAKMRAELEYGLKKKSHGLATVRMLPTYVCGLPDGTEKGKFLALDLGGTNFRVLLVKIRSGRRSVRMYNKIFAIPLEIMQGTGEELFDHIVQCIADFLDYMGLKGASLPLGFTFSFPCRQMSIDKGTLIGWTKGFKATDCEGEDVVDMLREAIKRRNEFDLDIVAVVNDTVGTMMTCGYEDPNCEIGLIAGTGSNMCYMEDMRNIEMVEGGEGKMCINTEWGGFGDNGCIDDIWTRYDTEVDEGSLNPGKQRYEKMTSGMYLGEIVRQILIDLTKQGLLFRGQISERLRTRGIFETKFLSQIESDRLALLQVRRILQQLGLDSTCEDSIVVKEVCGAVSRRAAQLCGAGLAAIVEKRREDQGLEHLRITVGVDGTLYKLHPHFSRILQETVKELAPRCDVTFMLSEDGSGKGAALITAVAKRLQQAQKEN
#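 Assay system: recombinant HKDC1 hexokinase; detection: coupled resazurin fluorescence, excitation 525 nm, emission 613 nm; benchmarks: DMSO-plus-enzyme-mix negative control, buffer-substituted positive control; compound dosing: single 20 µM dose; schedule: 90 min at room temperature in dark; also added: glucose plus 1 mM ATP as hexokinase substrates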
# SENP8 block-2: SENP8 (human) protease inhibition | Q96LD8 | recombinant SENP8, Nedd8 substrate fluorescence | inhibition, % at 20 µM | actives 0.64% (n = 360,000) | AID 602440; in the data active = inhibition mostly above about 40%, no sharp cut-off; inactive = mostly below about 27%
# SENP6 block: blocks the human protease SENP6 | Q9GZR1 | Recombinant SENP6 catalytic domain, aminoluciferin luminescence | inhibition, % at 10 µM | actives 1.8% (n = 330,000);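 active = inhibition above about 50% at the single tested dose, limit read from the data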;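 also: plate controls were DMSO wells with enzyme for no effect and DMSO wells lacking enzyme for full effect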
# PfGluPho inh: PfG6PD (Plasmodium falciparum) enzyme inhibition | PfGluPho enzyme, NADPH resazurin-diaphorase fluorescence | inhibition, % at 20 µM | actives 0.78% (n = 350,000) | AID 504690;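 active = inhibition reaching at least a set limit at 20 µM in the primary screen, cut at about 59% in these data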;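 also: 0% = DMSO wells with substrate and 100% = DMSO wells lacking glucose-6-phosphate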
# MIN6 prolif: inducers of beta-cell replication in MIN6 cells; proliferation, % at 10 µM; actives 0.29% (n = 330,000); MIN6 cells proliferation, ATPlite luminescence, 48 h; cells starved in 0.2% serum; 100% = growth in 10% serum; AID 2380;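 active = compounds whose signal lies at least 3.5 SD above the mean of all wells on their plate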;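 also: 0% = DMSO-treated cells in low-serum medium and 100% = 10% serum control; some compounds called inactive have numbers as strong as hits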
# Active calls of the source: *; · = no result given.
item	canonical_smiles	SENP7 inh	SENP8 block-1	UBC13 polyUb	SENP1 FRET inh	HKDC1 inh
1	Cc1cccc(Nc2nc(NCCCN3CCOCC3)nc(N)c2[N+](=O)[O-])c1	4	4	2	3	-8
2	O=S(=O)(c1ccc(F)cc1)N1CCN(C(=S)NCCc2ccccc2)CC1	-9	-13	-1	-1	-6
3	CCOC(=O)COc1ccc(N)cc1CC(NC(C)=O)(C(=O)OCC)C(=O)OCC	1	4	3	-1	-3
4	CC(C)Sc1nc2c(cnn2-c2ccc(F)cc2)c(=O)[nH]1	-2	0	-20	3	-3
5	Cc1nc(CCNC(=O)CC2C(=O)NCCN2Cc2ccc(F)cc2)sc1C (stereo not drawn)	0	-9	3	-9	-14
6	COC(=O)Cc1c(C)nc(SCc2ccccc2)[nH]c1=O	2	4	9	0	-4
7	O=C(CSc1nc2cc(Cl)c(Cl)cc2[nH]1)c1ccc2c(c1)OCO2	12	-10	-6	5	-2
8	O=C(c1cc2ccccc2o1)N(C1CC1)C1(C(=O)Nc2ccccc2)CCCC1	-3	-9	-3	-1	-9
9	Cc1ccc(S(=O)(=O)NC(=O)Nc2nnc(C3CC3)s2)cc1	7	-1	4	1	-1
10	COC(=O)c1nn(-c2nc(-c3cccc(OC)c3)cc(C(F)(F)F)n2)cc1[N+](=O)[O-]	5	1	12	1	-1
11	O=C(NC1=NCCS1)c1cc(Cl)ccc1Cl	1	-5	6	1	-8
12	Cc1ccccc1C(=O)OCc1nnc(-c2ccc(Cl)cc2)o1	-2	3	-14	0	-1
13	Cc1ccc(S(=O)(=O)NNC(=O)Nc2cccc(C)c2C)c(C)c1	-3	2	0	0	0
14	Cc1ccc(NC(=O)CSCC(=O)NNC(=O)c2nn(C)c(=O)c3ccccc23)cc1	4	-13	-8	2	-4
15	O=C(Nc1ccc(Br)cc1)/C(=C/c1cccc([N+](=O)[O-])c1)NC(=O)C1CCCCC1	-11	1	-19	2	-6

item	SENP8 block-2	SENP6 block	PfGluPho inh	MIN6 prolif
1	31	5	-6	0
2	-2	0	11	-1
3	5	-22	-4	0
4	2	3	-8	1
5	-17	-16	12	-3
6	18	10	-3	2
7	21	-4	39	1
8	4	-5	13	-4
9	4	-5	1	2
10	-67	-10	-14	-1
11	15	-6	6	-2
12	5	16	7	0
13	-6	-13	-1	0
14	18	-13	-28	-1
15	17	-4	-18	-5

# Entries of single compounds from above. Order of values: SENP7 inh | SENP8 block-1 | UBC13 polyUb | SENP1 FRET inh | HKDC1 inh | SENP8 block-2 | SENP6 block | PfGluPho inh | MIN6 prolif
# `COC(=O)c1nn(-c2nc(-c3cccc(OC)c3)cc(C(F)(F)F)n2)cc1[N+](=O)[O-]` reads 5 | 1 | 12 | 1 | -1 | -67 | -10 | -14 | -1
# `Cc1cccc(Nc2nc(NCCCN3CCOCC3)nc(N)c2[N+](=O)[O-])c1` reads 4 | 4 | 2 | 3 | -8 | 31 | 5 | -6 | 0

# (list continues)
item	canonical_smiles	SENP7 inh	SENP8 block-1	UBC13 polyUb	SENP1 FRET inh	HKDC1 inh
16	CCc1ccc2[nH]c(=O)c(C(c3nnnn3CCOC)N3CCN(c4ccc(F)cc4)CC3)cc2c1 (stereo not drawn)	-3	-4	0	-11	2
17	O=C(COc1ccccc1)Nc1ccc2c(c1)nc1n2CCSC1	6	-8	5	-90	0
18	Cc1ccccc1-n1nnnc1SCC(=O)Nc1ccc(S(=O)(=O)N2CCCC2)cc1	-5	-3	-8	-1	0
19	CCCn1nc2cc(C(=O)NCc3ccc4c(c3)OCO4)ccc2c1OCC	11	-8	11	1	-1
20	O=C(O)CSC1CC(=O)N(c2ccc(Br)cc2)C1=O (stereo not drawn)	-8	-6	-13	1	-6
21	O=C1C(SC(F)(F)C(F)F)=C(C(F)(F)F)OC2C3C=CC(C3)C12 (stereo not drawn)	3	-2	-2	1	1
22	Cc1ccccc1C(=O)Nc1cccc(NC(=O)c2cccnc2)c1	6	6	1	-2	-5
23	Cc1ccc(NC(=O)c2ccccc2NS(=O)(=O)c2ccc(F)cc2)cc1S(=O)(=O)N1CCCCC1	10	1	-7	4	17
24	Cn1cccc1C(=O)NC(=O)COC(=O)c1ccccc1Sc1ccccc1C#N	-1	-1	2	1	-3
25	Clc1ccccc1Cn1nnc2c(Nc3ccccc3)ncnc21	-1	7	6	1	13
26	COc1cc(NC(=O)c2ncn[nH]2)cc(OC)c1OC	-6	0	4	1	-6
27	O=C(NN1C(=O)NC2(CCCCC2)C1=O)c1ccc(-c2ccc(Cl)cc2)o1	3	-4	7	1	0
28	Cc1nnc(SCCn2c(N3CC(C)CC(C)C3)nc3c2c(=O)n(C)c(=O)n3C)s1 (stereo not drawn)	·	·	·	1	-2
29	COc1cc(NS(=O)(=O)c2ccc(NS(=O)(=O)c3ccccc3)cc2)nc(OC)n1	-4	-3	-2	-1	-2
30	Cc1c(Cl)cccc1NC(=S)NC1CCN(Cc2ccccc2)CC1	-4	-16	-3	1	13

item	SENP8 block-2	SENP6 block	PfGluPho inh	MIN6 prolif
16	-88	9	8	-1
17	-44	-2	22	-3
18	17	-8	4	-2
19	-459	-8	-2	4
20	10	6	-8	-3
21	16	-19	-5	-1
22	5	14	1	0
23	-439	8	-31	-3
24	11	0	2	-3
25	-114	-7	7	-2
26	13	-15	2	0
27	-168	-8	-7	-5
28	1	·	-6	·
29	36	-7	-7	0
30	13	-19	2	-7

# Additional compounds
item	canonical_smiles	SENP7 inh	SENP8 block-1	UBC13 polyUb	SENP1 FRET inh	HKDC1 inh
31	Cc1nc(N2CCOCC2)nc(OC(C)C)c1[N+](=O)[O-]	-1	2	0	3	-7
32	Cc1ccc(NC(CC(=O)c2ccccc2)C(=O)O)cc1Cl (stereo not drawn)	65*	74*	-9	-13	0
33	COc1ccc2[nH]c3c(c2c1)CCN1C(=O)C(CC(=O)NC(C)(C)C)C[C@H](C(=O)N2CCCCC2)[C@@]31C (stereo partly drawn)	-10	·	·	0	-2
34	COc1ccccc1-n1c(SCC(=O)O)nnc1-c1ccc(S(=O)(=O)N2CCCCC2)cc1	9	1	8	5	-16
35	CC1CCN(C(=O)CN(C)S(=O)(=O)c2cccc3nsnc23)CC1	5	7	-6	2	3
36	O=C1CCCC(O)=C1C=NCc1ccccc1	2	5	13	1	1
37	O=c1oc2ccccc2n1CCCOc1ccccc1	-5	-4	12	-2	0
38	CCN(CC)CCCN1C(=O)C(O)=C(C(=O)c2ccco2)C1c1ccc(C)o1 (stereo not drawn)	10	5	1	-7	6
39	CCCCSc1ccc2nc(-c3ccc(C#N)cc3)cn2c1	-3	-7	5	0	1
40	CNC(=O)C1=C(C)Nc2nc3ccccc3n2C1c1cccc(OC)c1 (stereo not drawn)	9	8	3	-8	-3
41	O=C(NNc1ccc([N+](=O)[O-])cc1)C12CC3CC(CC(C3)C1)C2	1	2	1	0	-10
42	Cc1c(C(=O)N2CCOCC2)oc2ccc(S(=O)(=O)N3CCCC3)cc12	-5	3	4	0	7
43	Nc1c(N(Cc2ccco2)C(=O)COc2ccc(Cl)cc2)c(=O)[nH]c(=O)n1Cc1ccccc1	·	·	·	-9	6
44	CCOc1ccc(NS(=O)(=O)c2ccc(OCC)c3ncccc23)cc1	4	-3	1	2	12
45	Cc1ccc(OCCn2cnc3sc(C(N)=O)c(C)c3c2=O)cc1	2	7	-2	·	·

item	SENP8 block-2	SENP6 block	PfGluPho inh	MIN6 prolif
31	4	8	0	1
32	-34	-8	6	-4
33	7	·	4	·
34	10	14	3	1
35	8	-3	-15	3
36	15	-3	-7	-1
37	12	-12	5	-2
38	6	-8	22	-2
39	-500	-6	33	-5
40	-13	9	15	-1
41	27	-1	11	-4
42	11	1	13	0
43	-23	·	6	·
44	11	2	-14	-1
45	·	9	·	-1

# Following part.
item	canonical_smiles	SENP7 inh	SENP8 block-1	UBC13 polyUb	SENP1 FRET inh	HKDC1 inh
46	COc1cc(C(=O)NNC(=S)NCc2ccco2)cc(OC)c1OC	-1	-5	-3	0	-8
47	COCCCn1c(=O)c2ccccc2n(CC(=O)Nc2ccc3c(c2)OCCO3)c1=O	6	-1	4	2	-5
48	O=C1C2CC=C(Cl)CC2C(=O)N1CCCCCCN1C(=O)C2CC=C(Cl)CC2C1=O (stereo not drawn)	-5	-10	-6	-23	-7
49	COCCn1c(C)cc(C(=O)COC(=O)c2ccc(-n3nc(C)cc3C)cc2)c1C	-5	-1	7	-1	-2
50	CCCCOC(=O)c1ccc(NC(=O)c2c(Cl)ccc(Cl)c2OC)cc1	·	·	·	0	0
51	O=C(NCCN1CCOCC1)c1ccc(Cl)cc1[N+](=O)[O-]	4	1	-2	3	-12
52	CCC1CCCCN1CCNS(=O)(=O)c1ccc2c(c1)CCN2C(C)=O (stereo not drawn)	0	0	8	-16	-2
53	O=C(O)c1ccc(S(=O)(=O)N2CCOCC2)o1	-8	-5	-6	3	-5
54	O=C(COC(=O)c1cccnc1Cl)Nc1ccc(S(=O)(=O)N2CCOCC2)cc1	9	-2	8	3	-4
55	CCc1ccccc1NC(=O)CN(C)C(=O)CSc1nnc(Nc2ccc(C)cc2)s1	6	-7	-4	0	0
56	COc1ccc(S(N)(=O)=O)cc1C(=O)NCC(C)(C)N1CCOCC1	6	0	-1	2	-7
57	Cc1ccc(C2c3c(oc4ccc(Cl)cc4c3=O)C(=O)N2CCCN2CCOCC2)o1 (stereo not drawn)	-10	-11	-4	·	·
58	NS(=O)(=O)c1cnccc1Oc1cccc(Cl)c1	1	5	-8	-3	-5

item	SENP8 block-2	SENP6 block	PfGluPho inh	MIN6 prolif
46	3	-15	-13	-1
47	5	-10	-2	-1
48	-5	-5	-12	-3
49	-6	-9	21	1
50	10	·	17	·
51	5	-5	7	2
52	22	-10	-1	0
53	11	-15	-4	0
54	15	-9	5	1
55	10	-9	17	-2
56	10	-18	-8	-1
57	·	0	·	-1
58	14	1	-11	-5

# Among those listed so far, these have two or more sulfur atoms.
item	canonical_smiles	SENP7 inh	SENP8 block-1	UBC13 polyUb	SENP1 FRET inh	HKDC1 inh
2	O=S(=O)(c1ccc(F)cc1)N1CCN(C(=S)NCCc2ccccc2)CC1	-9	-13	-1	-1	-6
9	Cc1ccc(S(=O)(=O)NC(=O)Nc2nnc(C3CC3)s2)cc1	7	-1	4	1	-1
18	Cc1ccccc1-n1nnnc1SCC(=O)Nc1ccc(S(=O)(=O)N2CCCC2)cc1	-5	-3	-8	-1	0
23	Cc1ccc(NC(=O)c2ccccc2NS(=O)(=O)c2ccc(F)cc2)cc1S(=O)(=O)N1CCCCC1	10	1	-7	4	17
28	Cc1nnc(SCCn2c(N3CC(C)CC(C)C3)nc3c2c(=O)n(C)c(=O)n3C)s1 (stereo not drawn)	·	·	·	1	-2
29	COc1cc(NS(=O)(=O)c2ccc(NS(=O)(=O)c3ccccc3)cc2)nc(OC)n1	-4	-3	-2	-1	-2
34	COc1ccccc1-n1c(SCC(=O)O)nnc1-c1ccc(S(=O)(=O)N2CCCCC2)cc1	9	1	8	5	-16
35	CC1CCN(C(=O)CN(C)S(=O)(=O)c2cccc3nsnc23)CC1	5	7	-6	2	3
55	CCc1ccccc1NC(=O)CN(C)C(=O)CSc1nnc(Nc2ccc(C)cc2)s1	6	-7	-4	0	0

item	SENP8 block-2	SENP6 block	PfGluPho inh	MIN6 prolif
2	-2	0	11	-1
9	4	-5	1	2
18	17	-8	4	-2
23	-439	8	-31	-3
28	1	·	-6	·
29	36	-7	-7	0
34	10	14	3	1
35	8	-3	-15	3
55	10	-9	17	-2

# Compound activity (PubChem)
